# GSTO1 counter = inhibitors of recombinant GSTO1, primary screen, counter-screen for RBBP9 inhibitor project, biochemical, fluorescence polarization. inhibition, % at 5.96 µM. activity-based probe fluorescence polarization. 300,000 tested, 1.1% active. AID 1974, 2009. Glutathione S-transferase omega-1 (Homo sapiens), P78417;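 active means inhibition above the campaign mean inhibition plus 3 SD, cut at about 35% in these data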;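 further: 0% = GSTO1-1 with DMSO and 100% = wells lacking GSTO1-1 enzyme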
# Target sequence (P78417 whole entry, looked up): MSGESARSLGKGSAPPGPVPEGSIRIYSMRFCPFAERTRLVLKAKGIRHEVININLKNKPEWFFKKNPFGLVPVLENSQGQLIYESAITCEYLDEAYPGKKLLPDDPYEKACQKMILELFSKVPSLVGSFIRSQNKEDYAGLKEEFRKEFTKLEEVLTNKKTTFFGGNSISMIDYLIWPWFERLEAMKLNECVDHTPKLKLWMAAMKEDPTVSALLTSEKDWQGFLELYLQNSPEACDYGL
# PREPL inhibitor = PREPL enzyme inhibitors, primary screen, biochemical, fluorescence polarization. Prolyl endopeptidase-like (Homo sapiens), Q4J6C6. inhibition, % at 5.96 µM. recombinant PREPL, fluorescence polarization activity-based probe. 320,000 tested, 0.68% active. AID 2751, 2010; in the data active means inhibition above about 43%;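 further: 0% = enzyme with DMSO and 100% = wells lacking enzyme; many of its hits are not listed in these tables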
# Target sequence (Q4J6C6 whole entry, looked up): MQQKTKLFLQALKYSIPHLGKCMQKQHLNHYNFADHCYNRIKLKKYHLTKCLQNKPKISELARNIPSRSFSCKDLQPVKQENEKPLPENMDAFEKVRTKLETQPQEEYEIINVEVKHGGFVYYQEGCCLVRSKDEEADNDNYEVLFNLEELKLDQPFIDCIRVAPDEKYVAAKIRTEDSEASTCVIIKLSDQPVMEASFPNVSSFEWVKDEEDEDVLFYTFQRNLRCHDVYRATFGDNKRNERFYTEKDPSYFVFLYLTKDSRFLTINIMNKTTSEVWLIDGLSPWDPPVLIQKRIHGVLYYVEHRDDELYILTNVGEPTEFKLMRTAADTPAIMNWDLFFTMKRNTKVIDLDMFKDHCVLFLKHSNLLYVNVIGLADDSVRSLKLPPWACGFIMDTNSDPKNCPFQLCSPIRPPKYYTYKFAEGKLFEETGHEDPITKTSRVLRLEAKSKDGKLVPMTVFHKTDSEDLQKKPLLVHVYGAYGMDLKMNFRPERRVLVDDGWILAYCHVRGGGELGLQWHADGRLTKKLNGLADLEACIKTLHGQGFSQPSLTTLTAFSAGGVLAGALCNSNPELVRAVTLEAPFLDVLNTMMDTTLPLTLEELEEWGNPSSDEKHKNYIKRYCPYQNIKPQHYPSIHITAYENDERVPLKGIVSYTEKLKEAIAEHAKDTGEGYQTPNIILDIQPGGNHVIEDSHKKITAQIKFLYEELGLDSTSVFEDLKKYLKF
# LYPLA1 counter = LYPLA1 inhibitors, primary screen, counter-screen for PME1 inhibitor project, biochemical, fluorescence polarization, FP-Rh probe ABPP. recombinant LYPLA1. AID 2174, 2009. 320,000 tested, 0.16% active. inhibition, % at 5.9 µM. Acyl-protein thioesterase 1 (Homo sapiens), O75608;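 active means inhibition above the mean of all tested compounds plus 3 SD, set per campaign, cut at about 14% in these data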;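 further: inhibitors block serine hydrolase probe labeling of LYPLA1 so polarization falls; 0% = enzyme with DMSO and 100% = wells lacking LYPLA1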
# LYPLA2 counter = LYPLA2 inhibitors, primary screen, counter-screen for PME1 inhibitor project, biochemical, fluorescence polarization, FP-Rh probe ABPP; recombinant LYPLA2; inhibition, % at 5.9 µM; 320,000 tested, 0.38% active; AID 2177, 2009;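 active means inhibition above the screen-wide mean plus 3 SD, limit set per campaign, cut at about 26% in these data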;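 further: 0% = LYPLA2 with DMSO and 100% = wells lacking LYPLA2 enzyme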
# PAFAH1B3 FP inh = PAFAH1B3 enzyme inhibitors, primary screen, biochemical, fluorescence polarization, human | Platelet-activating factor acetylhydrolase IB subunit alpha1 (Homo sapiens), Q15102 | recombinant PAFAH1B3, FP-rhodamine probe | inhibition, % at 3.39 µM | 340,000 tested, 0.28% active;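 active means inhibition above the screen-wide average of all tested compounds plus 3 SD, cut at about 25% in these data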;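 further: 0% = enzyme with DMSO only and 100% = wells lacking PAFAH1B3 protein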
# PAD4 inh = human PAD4 inhibitors, primary screen, biochemical, fluorescence polarization, 1536-well format. Protein-arginine deiminase type-4 (Homo sapiens), Q9UM07. recombinant PAD4, RCA probe fluorescence polarization. inhibition, % at 6.36 µM. 330,000 tested, 0.41% active;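 active means percent inhibition above a cutoff equal to the mean of all tested compounds plus 3 SD, cut at about 15% in these data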;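 further: 0% = PAD4 with RCA probe and DMSO and 100% = probe without PAD4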
# PAFAH1B2 FP inh = PAFAH1B2 enzyme inhibitors, primary screen, biochemical, fluorescence polarization, human | AID 492953, 2010 | Platelet-activating factor acetylhydrolase IB subunit alpha2 (Homo sapiens), P68402 | recombinant PAFAH1B2, FP-rhodamine activity probe | 340,000 tested, 1.2% active | inhibition, % at 3.39 µM;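 active means inhibition above the mean of all tested compounds plus 3 SD, cut at about 24% in these data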;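 further: 0% = enzyme with DMSO and 100% = wells lacking PAFAH1B2; many of its hits are not listed in these tables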
# PAFAH2 inh = PAFAH2 enzyme inhibitors, primary screen, biochemical, fluorescence polarization, human | recombinant PAFAH2, FP-rhodamine activity probe | inhibition, % at 3.39 µM | 340,000 tested, 0.99% active;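 active means inhibition above the mean over all tested compounds plus 3 SD, cut at about 30% in these data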;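 further: inhibitors block probe labeling of enzyme so polarization drops; 0% = enzyme with DMSO and 100% = wells lacking PAFAH2 protein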
# pPAFAH inh = pPAFAH enzyme inhibitors, primary screen, biochemical, fluorescence polarization, human. recombinant pPAFAH, FP-rhodamine probe fluorescence polarization. Platelet-activating factor acetylhydrolase (Homo sapiens), Q13093. 330,000 tested, 1.5% active. AID 463082, 2010. inhibition, % at 3.39 µM;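 active means inhibition above the mean inhibition across the screen plus 3 SD, cut at about 25% in these data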;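 further: inhibitors block binding of the rhodamine activity-based probe so polarization drops; 0% = enzyme with DMSO and 100% = wells lacking pPAFAH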
# * = called active by the depositor; · = no result given. Only part of the results is shown. The share of hits here may be higher or lower than overall.
SMILES,GSTO1 counter,PREPL inhibitor,LYPLA1 counter,LYPLA2 counter,PAFAH1B3 FP inh,PAD4 inh,PAFAH1B2 FP inh,PAFAH2 inh,pPAFAH inh
Cc1onc(-c2ccccc2)c1C(=O)Nc1ccc(-c2nnc3n2CCCCC3)cc1,8,18,-4,-3,8,-4,6,12,3
COc1cccc(N/C(SC)=C(/C#N)C(=O)NCc2cccs2)c1,4,-1,-4,-2,-4,-5,1,7,15
Cc1ccc(S(=O)(=O)N[C@@H](Cc2ccccc2)C(=O)N2CCC(C(=O)N[C@@H](CC(C)C)C(=O)O)CC2)cc1,3,-1,-2,-2,7,-6,6,0,2
CCOC(=O)c1ccc[n+](C(C)C(=O)c2ccc(-c3ccccc3)cc2)c1 (configuration not stated),5,61*,-1,4,7,1,7,-6,0
CCCc1ccc(C(=O)NNC(=O)c2ccc(Br)cc2)cc1,4,-7,-3,-18,-12,-4,-1,-11,1
CN(C)c1ccc(C(=O)OCC(=O)NCCNC(=O)COC(=O)c2ccc(N(C)C)cc2)cc1,1,11,3,5,15,3,-3,13,5
CN(C)C(=O)N1CCNCC1,12,-1,-2,-2,-1,-5,-1,8,1
CCOC(=O)CNC(=O)CSc1ccc(-c2nc3ccccc3[nH]2)cn1,6,0,-1,-6,-1,-2,-1,-3,-3
O=C(NCc1ccccc1)C(c1ccc(O)cc1)N(C(=O)Cn1nnc(-c2cccs2)n1)c1ccc2c(c1)OCCO2 (configuration not stated),-3,-9,-24,-36,-14,0,-12,-21,2
CC1CCCC(NC(=O)C2COc3ccccc3O2)C1C (configuration not stated),·,8,1,0,1,-5,6,8,-10
CCOC(=O)Cc1csc(NS(=O)(=O)c2ccc3c4c(cccc24)C(=O)N3CC)n1,0,10,0,5,5,2,-1,4,5
COc1cc(C#N)c(N=C(SCC#N)N2CCOCC2)cc1OC,13,6,1,5,0,25*,-3,3,5
CSCCC(NC(=O)c1ccco1)C(=O)N1CCN(Cc2ccccc2)CC1 (configuration not stated),0,12,1,4,8,4,0,-3,-2
COc1ccccc1NC(=O)Cn1cnc2sc(C(=O)NCc3ccco3)c(C)c2c1=O,-4,-1,0,64*,-5,0,0,-2,4
O=C(Nc1cccnc1)c1ccc(Oc2ccccc2)cc1,-5,-12,-2,5,0,-1,-4,-5,4
C/C(=N\NC(=O)C(c1ccccc1)c1ccccc1)c1ccc(O)cc1,1,9,-1,-2,2,-1,2,2,6
O=C(NC1CCCc2ccccc21)c1ccc([N+](=O)[O-])cc1 (configuration not stated),2,-6,2,4,0,-4,3,6,1
Cc1ccccc1C(=O)NCC(=O)OCCOc1ccc(C(C)C)c(C)c1,-8,19,-4,1,-3,7,-3,-4,10
C=CCS(=O)(=O)c1cccc2cccnc12,5,0,3,17,1,1,3,2,2
CCC(C)/C(C)=N/NC(=O)C1COc2ccccc2O1 (configuration not stated),4,2,0,5,3,0,3,3,1

# The closing five compounds of the part above lead into the next.
SMILES,GSTO1 counter,PREPL inhibitor,LYPLA1 counter,LYPLA2 counter,PAFAH1B3 FP inh,PAD4 inh,PAFAH1B2 FP inh,PAFAH2 inh,pPAFAH inh
C/C(=N\NC(=O)C(c1ccccc1)c1ccccc1)c1ccc(O)cc1,1,9,-1,-2,2,-1,2,2,6
O=C(NC1CCCc2ccccc21)c1ccc([N+](=O)[O-])cc1 (configuration not stated),2,-6,2,4,0,-4,3,6,1
Cc1ccccc1C(=O)NCC(=O)OCCOc1ccc(C(C)C)c(C)c1,-8,19,-4,1,-3,7,-3,-4,10
C=CCS(=O)(=O)c1cccc2cccnc12,5,0,3,17,1,1,3,2,2
CCC(C)/C(C)=N/NC(=O)C1COc2ccccc2O1 (configuration not stated),4,2,0,5,3,0,3,3,1
COc1cccc(CNC(=O)Cn2ncc3c(=O)oc4ccccc4c32)c1,0,-5,-5,-2,3,1,2,-2,-3
Cc1c(C#N)c(O)[nH]c(=O)c1N=Nc1ccc(Cl)c(C(=O)O)c1,4,-1,1,1,3,-5,2,-5,0
CCOP(=O)(OCC)c1nc(-c2ccc(F)cc2)oc1NCc1ccccc1,5,-5,2,-5,8,-1,-3,-3,2
O=C(Nc1ccncc1)C1CCN(S(=O)(=O)c2cccs2)CC1,8,2,2,-1,7,-1,1,0,1
CC(=O)Nc1cc2c3c(c1)CC(=O)N3CCC2,-1,2,5,-5,5,-4,2,-4,2
COc1ccc(N2CCN(S(=O)(=O)c3ccc(-n4cnnn4)c(C)c3)CC2)cc1,5,0,1,4,0,0,-4,7,4
CC1CN(C(=O)COC(=O)Cc2c(F)cccc2Cl)CC(C)O1 (configuration not stated),·,9,7,9,6,-6,-2,4,-4
COc1ccc(NS(=O)(=O)Cc2ccccc2Cl)cn1,-3,6,0,2,14,5,7,-4,6
CCOC(=O)C1(CCc2ccccc2)CCN(C(=O)C2CCCO2)CC1 (configuration not stated),-2,0,4,-1,4,-3,5,0,6
CCOc1ccccc1NC(=O)CSc1nnc(-c2ccncc2)o1,-4,-9,-1,-4,4,3,1,1,-1
C/C(=N\NC(=O)c1ccccc1-n1cccc1)C1CC1,4,-15,5,4,7,-2,6,6,1
O=C(NCC(c1ccco1)N1CCc2ccccc21)c1ccccc1Cl (configuration not stated),-5,-10,-4,0,8,4,-3,9,7
Cc1ccc(CNC(=O)C2CCN(C(=O)c3cccc(Cl)c3)CC2)cc1,1,6,-1,10,8,4,2,-5,2
N#CC1=C2SCN(Cc3ccco3)CN2C(=O)CC1c1ccc(Cl)cc1 (configuration not stated),1,-3,-2,-3,1,-3,3,5,7
O=C(NN(C(=O)c1ccccc1)c1ccccc1)c1ccccc1,8,1,0,1,0,2,4,-3,6
CC(C)(CO)CNC(=O)CCc1nnc(Cc2ccc(-c3ccccc3)cc2)o1,4,27,1,9,3,1,0,-4,3
O=c1[nH]c2cc(S(=O)(=O)CCO)ccc2o1,7,16,1,3,2,-2,3,4,1
CCCc1[nH]n(-c2ccc([N+](=O)[O-])cc2)c(=O)c1C=NCCc1ccc(OC)c(OC)c1,-2,16,-2,-1,5,-9,11,0,0
C[C@H](CO)N1C[C@H](C)[C@@H](CN(C)S(C)(=O)=O)Oc2c(NC(=O)Cc3ccccc3)cccc2C1=O,·,0,·,·,4,-3,-4,-5,1
CCCc1ccc(-c2c(C)sc(N)c2C#N)cc1,5,4,5,4,10,2,5,1,13
COc1cccc(CC2(CO)CCN(S(=O)(=O)N(C)C)CC2)c1,5,2,-2,0,4,3,0,-5,4
COC(=O)c1cccc(NC(=O)/C=C/c2cccc([N+](=O)[O-])c2)c1,-9,16,-4,-12,4,5,-1,-7,-1
NC(=O)c1ccccc1Nc1nc(NCCO)nc(N2CCCC2)n1,5,1,0,-1,-1,-4,3,2,0
CC(C)=NOc1nc(N2CCOCC2)nc(N2CCOCC2)n1,5,4,-1,0,·,3,·,·,0
O=C(CCN1CCN(C(c2ccccc2)c2ccccc2)CC1)N/N=C/c1ccc(O)cc1O,-1,16,-1,0,19,-3,8,2,13
COc1cccc(C(=O)Nc2cccc(OCC(=O)O)c2)c1,4,1,1,-8,4,-7,3,10,-3
Cc1cc(NC(=O)C(C)SCC(=O)OCc2c(Cl)cccc2Cl)no1 (configuration not stated),3,-3,-1,-3,4,1,4,0,3
CN(Cc1ccccc1C#N)S(=O)(=O)c1cccs1,-1,-1,2,8,-13,1,1,-3,3
Cc1c(N(C(=O)Nc2ccccc2)C2=NCC(C)S2)c(=O)n(-c2ccccc2)n1C (configuration not stated),0,9,2,4,1,-4,3,5,3
O=c1cc(-c2cccnc2)oc2c1ccc1ccccc12,-7,9,0,1,·,-1,·,·,3
Cc1ccc(S(=O)(=O)N2CCC(=O)N(C(COCc3cccc(Cl)c3)C(C)C)CC2)cc1 (configuration not stated),7,24,-2,5,3,1,18,7,8
CCn1cc(S(=O)(=O)Nc2ccc(C)c(Cl)c2)cn1,20,-7,0,4,-5,4,5,3,14
Cc1cccc(NC(=O)c2ccccc2OCC(=O)N2CCOCC2)c1C,3,3,-2,6,1,0,0,3,1
O=C(CC12CC3CC(CC(C3)C1)C2)N1CCOCC1,1,-2,-5,3,10,-6,9,2,-6
Cc1cc(-c2nc3ccccc3o2)c2ccccc2n1,2,-28,-3,-1,4,-1,-6,-1,-1
CCN(CCCNC(=O)CNC(=O)Cn1cnc2ccccc2c1=O)c1ccccc1,10,-5,4,-2,10,-2,2,9,0
CCCC1=C(C(=O)OCC)C(c2cccs2)C(C#N)=C(N)O1 (configuration not stated),10,0,-2,-7,3,-2,-3,-2,-6
COc1ccc(Cl)cc1NC(=S)Nc1cccc(C)c1,2,5,-3,-2,-4,-7,1,-3,-1
COc1cccc(NC(=O)CCCCCN2C(=O)[C@@H]3Cc4ccccc4CN3C2=O)c1,-2,-10,-3,-2,0,-3,5,6,4
Oc1ccc(-c2cccc(-c3ccc(O)cc3)n2)cc1,-5,32,-3,6,-1,3,1,-4,3
O=C(CC1C(=O)NCCN1Cc1cccc(Oc2ccccc2)c1)NCCCn1cccn1 (configuration not stated),1,6,3,-7,8,-9,3,2,3
COc1ccc(S(=O)(=O)NC(CCSC)C(=O)NC2CCCCC2)cc1 (configuration not stated),-1,2,1,-1,1,0,1,-5,3
CCC(C)NC(=O)c1n[nH]c(=O)c2ccccc12 (configuration not stated),-3,-3,3,4,-1,-3,-3,2,0
CC1CCN(C(=O)CCN2C(=O)/C(=C/c3cccs3)SC2=S)CC1,12,2,0,2,2,0,2,0,4
O=C(CCc1nnc(Cc2ccc3c(c2)OCO3)o1)N(CC1CCC1)CC1CCCO1 (configuration not stated),4,7,6,5,1,1,2,-2,5
COc1cccc(C2C3CN(C)CC=C3C(C#N)=C(N)C2(C#N)C#N)c1OC (configuration not stated),11,5,1,1,7,6,2,11,6
CN(C)CCCNc1ncnc2sc(-c3ccccc3)cc12,0,-79,-4,-2,-5,-1,2,-1,3
C=C(C)n1c(=O)[nH]c2ccccc21,1,-1,0,-1,-1,-1,0,-3,3
COC(=O)c1ccccc1NC(=O)Cn1cnc2c1c(=O)n(C)c(=O)n2C,-1,5,2,7,0,-4,4,-1,4
CCCc1ccc(OCCNC(=O)c2ccccc2Br)cc1,0,4,1,2,7,2,6,-6,5
O=C(Cn1cc(C(=O)C2CC2)c2ccccc21)Nc1ccccc1Cl,6,-9,0,0,9,3,2,5,0
O=C(c1cnc2nc3ccccc3n2c1)c1cc(F)ccc1O,18,-1,-6,-2,4,-16,0,-14,10
CCC1(C)C(Nc2c(C)cccc2C)=NC(=S)N1c1ccc(NC(C)=O)cc1 (configuration not stated),5,-8,-1,-10,-5,2,3,-3,-2

# Compound activity as filed in PubChem.
